Yeast superoxide: yeast age-related superoxide inhibition as caloric restriction mimetic. actives 0.18% (n = 330,000). S. cerevisiae aged cells, superoxide DHE fluorescence; active compounds read low. AID 2690. superoxide response (% of plate mean), % at 10 µM;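 active = superoxide response under a set limit, about three screen SD below normal, cut at about 65% in these data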;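 also: yeast aged for seven days with compound at 30 °C before DHE staining; 100% = average MFI of all compound-treated wells on the plate with controls excluded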
AHR act: activators of human aryl hydrocarbon receptor | AID 2796 | AHR-responsive luciferase reporter cells, luminescence | actives 2.5% (n = 320,000) | P35869 | activation, % at 5 µM; in the data active = activation above about 47%;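 also: 0% = vehicle wells and 100% = reference agonist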
Target sequence (P35869 whole entry, looked up): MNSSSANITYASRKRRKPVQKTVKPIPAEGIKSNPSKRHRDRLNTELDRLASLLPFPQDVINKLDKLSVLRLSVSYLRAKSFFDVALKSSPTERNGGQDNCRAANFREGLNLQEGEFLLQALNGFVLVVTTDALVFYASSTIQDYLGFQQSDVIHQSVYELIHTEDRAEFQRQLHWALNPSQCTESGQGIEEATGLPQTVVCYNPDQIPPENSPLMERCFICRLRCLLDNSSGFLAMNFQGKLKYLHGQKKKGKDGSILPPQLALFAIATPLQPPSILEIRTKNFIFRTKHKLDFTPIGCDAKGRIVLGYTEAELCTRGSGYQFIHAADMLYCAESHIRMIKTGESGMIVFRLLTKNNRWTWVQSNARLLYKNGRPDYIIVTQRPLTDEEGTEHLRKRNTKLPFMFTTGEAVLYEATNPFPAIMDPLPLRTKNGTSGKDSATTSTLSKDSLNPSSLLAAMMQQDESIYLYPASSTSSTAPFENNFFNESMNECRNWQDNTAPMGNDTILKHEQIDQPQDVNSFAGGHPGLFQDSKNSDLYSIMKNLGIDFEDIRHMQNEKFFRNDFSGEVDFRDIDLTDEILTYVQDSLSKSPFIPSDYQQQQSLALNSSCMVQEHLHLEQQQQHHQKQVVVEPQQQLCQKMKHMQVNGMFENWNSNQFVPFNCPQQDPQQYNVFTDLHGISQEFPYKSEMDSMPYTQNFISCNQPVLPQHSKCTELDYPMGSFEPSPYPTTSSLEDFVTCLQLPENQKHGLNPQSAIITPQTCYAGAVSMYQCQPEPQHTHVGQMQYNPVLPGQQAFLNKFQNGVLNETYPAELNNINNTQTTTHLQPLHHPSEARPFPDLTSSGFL
LAP4-GFP MLPCN: modulators of TOR pathway LAP4-GFP in S. cerevisiae; S. cerevisiae LAP4-GFP multiplex, flow cytometry GFP, 3 h; median GFP as percent of DMSO wells; GFP response vs DMSO, % at 10 µM; actives 0.34% (n = 320,000); AID 2023;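 active = GFP response vs DMSO above a set limit, about the screen mean plus 3 SD, cut at about 150% in these data; inconclusive = under 70 cell events counted for the yeast strain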
MEP2 TOR yeast: modulators of TOR pathway MEP2-GFP in S. cerevisiae; GFP response vs DMSO, % at 10 µM; actives 0.51% (n = 330,000); S. cerevisiae MEP2-GFP strain, flow cytometry GFP, 3 h; 100% = DMSO control level; AID 2016;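 active = GFP response versus DMSO above a set limit, roughly screen mean plus 3 SD, cut at about 180% in these data; inconclusive = fewer than 70 cells counted for a yeast strain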;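 also: median GFP fluorescence of the barcode-gated MEP2-GFP cells per well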
CIT2 TOR yeast: modulators of TOR pathway CIT2-GFP in S. cerevisiae; GFP response vs DMSO, % at 10 µM; actives 0.065% (n = 320,000); AID 2029; S. cerevisiae CIT2-GFP strain, flow cytometry, 3 h; 100 means same as DMSO wells;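 active = GFP response relative to DMSO above a set limit, near the screen mean plus 3 SD, cut at about 150% in these data; inconclusive = Fewer than 70 cells measured for a yeast strain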;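 also: ratio of well median GFP fluorescence to mean of DMSO wells on the plate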
RPL19A TOR yeast: alters RPL19A-GFP fluorescence in TOR pathway yeast screen. S. cerevisiae RPL19A-GFP strain, flow cytometry, 3 h; active compounds read low. percent response vs DMSO, % at 10 µM. actives 0.3% (n = 330,000). AID 2025;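 active = percent response vs DMSO below 50%; inconclusive = fewer than 70 events counted for the yeast strain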;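 also: median channel GFP fluorescence of the barcoded RPL19A-GFP strain; ratio of sample median GFP to plate DMSO average so 100% = DMSO; lower means less RPL19A-GFP as with rapamycin TOR inhibition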
Efflux pump mplx: inhibitors of Candida antifungal efflux pumps expressed in yeast | S. cerevisiae Candida pump triplex, Nile Red efflux | inhibition, % at 10 µM | actives 0.44% (n = 330,000) | AID 485275;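 active = plate passing quality check with inhibition over a set limit, or well fluorescence over plate mean plus 4 SD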;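 also: Nile Red retained in pooled yeast measured as flow cytometry median fluorescence; 0% = buffer negative control and 100% = Enniatin B positive control; higher means more Nile Red kept so more efflux inhibition; some compounds called inactive have numbers as strong as hits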
AGP1-GFP MLPCN: alters AGP1-GFP fluorescence in TOR pathway yeast screen; AID 2066; GFP response vs DMSO, % at 10 µM; actives 0.02% (n = 320,000); S. cerevisiae AGP1-GFP multiplex flow cytometry, 3 h; GFP as percent of DMSO wells;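 active = GFP response relative to DMSO above a set limit, near screen average plus 3 SD, cut at about 150% in these data; inconclusive = fewer than 70 cells counted for the yeast strain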;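 also: median GFP channel fluorescence of the gated AGP1 strain per well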
Numbers without * were called inactive; ? = inconclusive; . = no result given; [ ] = another dose, or the depositor's remark.

SMILES	Yeast superoxide	AHR act	LAP4-GFP MLPCN	MEP2 TOR yeast	CIT2 TOR yeast	RPL19A TOR yeast	Efflux pump mplx	AGP1-GFP MLPCN
Cc1ccc(CS(=O)Cc2ccc(C(=O)NCc3ccccc3Cl)o2)cc1 (configuration not stated)	118	1	110	107	106	105	0.0	107
O=C(c1ccco1)N1CCN(c2nc3ccsc3c(=O)s2)CC1	97	-1	116	97	92	97	0.0	95
COc1ccc2oc(C(=O)OCC(=O)N(C)C3CCS(=O)(=O)C3)c(C)c2c1 (configuration not stated)	95	0	104	102	104	95	0.2	109
COc1ccc(CCn2c(=N)c(C(=O)NC3CCCCC3)cc3c(=O)n4ccccc4nc32)cc1	97	-3	87	95	92	98	0.2	99
c1ccc(CCNC2=NCCCS2)cc1	101	0	103	99	103	94	-0.1	92
COc1cc2c(C(=O)N(C)c3ccc(F)cc3)cn(C)c(=O)c2cc1OC	105	1	96	98	107	107	0.2	92
CCCn1cc(CN2CCC(n3nccc3NC(=O)c3ccccc3)CC2)c(C)n1	92	0	106	99	89	97	-0.1	101
O=C(CSc1nc(N2CCOCC2)nc(N2CCOCC2)n1)Nc1ccccc1F	83	2	67	95	89	106	-0.2	88
CCCCCCCC(=O)N1c2ccccc2NC(=O)C1CC(=O)Nc1ccc(C(=O)O)cc1 (configuration not stated)	101	5	98	99	94	97	-0.1	99
CCC(=O)Nc1ccc(Nc2nc(C)c([N+](=O)[O-])c(Nc3ccc(NC(=O)CC)cc3)n2)cc1	94	12	100	114	109	106	-0.3	101
O=C(NCC1COc2ccccc2O1)c1ccc(NC(=O)C(c2ccccc2)c2ccccc2)cc1 (configuration not stated)	107	-1	105	112	109	107	0.0	108
CCN(CC)C(=O)c1n[nH]c(=O)c2ccccc12	80	-3	98	101	105	100	0.2	112
O=C(Nc1cccc(S(=O)(=O)N2CCCC2)c1)c1cccc(OC(F)F)c1	113	14	103	97	90	99	0.2	106
CCOC(=O)C1CCCCN1C(=O)/C(=C/c1ccc(OC)cc1)c1ccc(OC)c(OC)c1 (configuration not stated)	93	-1	111	100	91	95	-0.3	104
N/C(=N\OC(=O)CC1CCCCC1)c1cccc(Br)c1	121	1	98	97	97	102	0.1	88
O=C(Cc1ccc(Br)cc1)NCCc1ccc(Cl)cc1Cl	108	-1	105	98	94	98	-0.3	101
CSc1ccc(NC(N)=S)cc1	120	2	92	103	97	97	-0.1	97
COc1ccc(S(=O)(=O)N(CC(=O)NCc2ccco2)c2ccc(F)cc2)cc1	94	1	104	107	108	108	-0.1	108
CN(C)N=Nc1ccc(S(=O)(=O)N2CCSC2C(=O)O)cc1 (configuration not stated)	79	1	106	116	113	112	-0.2	121
COc1ccc(C(CC(=O)c2ccccc2)S(=O)(=O)c2ccc(C)cc2)cc1 (configuration not stated)	91	2	102	107	107	100	-0.1	103
Cc1nc(NC(=O)c2ccccc2)nc2cc3c(cc12)OCO3	105	25	89	94	95	101	0.5	94
Oc1c(Br)cc(Br)cc1C=NCc1ccccc1	92	2	151*	97	80	101	0.1	93
O=S(=O)(Nc1ccc(-c2nc3cccnc3s2)cc1)c1ccc(Cl)s1	104	69*	84[may fluoresce violet]	148[may fluoresce violet]	?	74[may fluoresce violet]	0.0	16[may fluoresce violet]
CC1=NN(c2ccc(Br)cc2)C(=O)/C1=C/c1cccs1	92	44	102	100	105	104	0.0	99
CCn1ncc([C@@H]2C[C@H]3CN(Cc4cccc(Cl)c4)C(=O)[C@]34CCCN24)c1C	104	0	104	98	107	99	0.0	107
C=CCc1cc(S(=O)(=O)c2ccc(O)c(CC=C)c2)ccc1O	109	-1	98	108	106	105	0.0	102
CC(=O)Nc1ccc(NS(=O)(=O)c2ccc(-c3csc(C)n3)s2)cc1	98	0	108	99	107	90	-0.2	83
O=C(C[n+]1cccc(/C=N/O)c1)N(Cc1ccccc1)Cc1ccccc1	97	-2	104	88	94	95	0.3	96
CCc1nc(N=C(N)N)nc2ccccc12	124	14	94	92	99	102	0.1	102
CCCc1n[nH]c(=O)[nH]1	97	0	95	118	107	90	0.0	93
c1ccc2sc(SN3CCOCC3)nc2c1	86	11	106	99	90	98	0.1	98
O=C(Cn1ncn2c(cc3ccccc32)c1=O)NCCCc1ccccc1	96	6	112	103	114	105	0.2	109
COc1ccc(N2CCN(C(=O)CSc3ncnc4scc(-c5ccc(C)cc5)c34)CC2)cc1	84	-1	107	98	101	100	0.1	103
Cc1ccc2sc(N(CCN(C)C)C(=O)c3ccc4ccccc4c3)nc2c1C	114	3	93	107	98	101	-0.1	104
CC(/C=N/NC(=O)c1n[nH]c2c1CCC2)=C\c1ccccc1	115	45	95	100	91	97	0.1	99
O=[N+]([O-])c1ccc(N2CCN(c3ccc(O)cc3)CC2)c(Cl)c1	92	-4	96	105	118	100	0.1	90
Cc1ccc(C(=O)c2ccccc2C(=O)OCC(=O)NCCc2ccccc2)cc1	96	0	90	96	84	91	0.2	88
CC(=O)C[C@@H](O)CC(=O)[C@@H]1OC(=O)CCCCCCc2ccccc21	95	-2	98	94	88	91	0.4	91
O=C(O)c1ccc(Cl)c(S(=O)(=O)Nc2ccc(S(=O)(=O)N3CCCC3)cc2)c1	119	3	111	109	108	107	-0.3	109
CCOC(=O)c1cc(CC)sc1NC(=O)c1cc(OCC)c(OCC)c(OCC)c1	100	1	104	103	105	99	-0.2	104
COc1ccc(NC(=O)CSc2nnc(-c3ccccc3C)n2N)cc1	83	1	98	102	101	98	-0.1	101
Cc1sc2nc(-c3cccs3)oc(=O)c2c1C	140	4	83	90	92	104	0.3	96
COc1cccc(CNC(=O)c2cc3oc4ccccc4c3n2C)c1OC	109	2	96	108	85	98	-0.3	92
COc1ccc(OC)c(S(=O)(=O)N2CCN(c3c(C)cccc3C)CC2)c1	95	3	101	98	106	101	0.0	99
Cc1ccc2c(N)c(C(=O)c3ccccc3)sc2n1	109	46	.	102	.	102	0.1	.
CCS(=O)(=O)Nc1ccc(NC(C)=O)cc1	103	0	105	108	101	104	0.0	105
CC(=O)C[C@@H](O)CC(=O)[C@@H]1OC(=O)[C@H](C)C/C=C\Cc2ccccc21	119	-2	102	99	94	95	0.0	96
COc1cccc(C(c2c(N)n(C)c(=O)n(C)c2=O)C(C)[N+](=O)[O-])c1 (configuration not stated)	97	2	105	97	95	98	0.0	107
O=S(=O)(NCCC1=CCCCC1)c1cccc(S(=O)(=O)N2CCOCC2)c1	94	6	89	96	93	94	0.0	92
COC(=O)c1ccc(NC(=O)Cc2ccc(C)cc2)cc1	110	-2	108	105	95	101	0.1	95

Complete entries, looked up by structure. Values in the order: Yeast superoxide, AHR act, LAP4-GFP MLPCN, MEP2 TOR yeast, CIT2 TOR yeast, RPL19A TOR yeast, Efflux pump mplx, AGP1-GFP MLPCN
`COc1cccc(CNC(=O)c2cc3oc4ccccc4c3n2C)c1OC` is entered as 109, 2, 96, 108, 85, 98, -0.3, 92
`CCS(=O)(=O)Nc1ccc(NC(C)=O)cc1` is entered as 103, 0, 105, 108, 101, 104, 0.0, 105

The listing continues.
SMILES	Yeast superoxide	AHR act	LAP4-GFP MLPCN	MEP2 TOR yeast	CIT2 TOR yeast	RPL19A TOR yeast	Efflux pump mplx	AGP1-GFP MLPCN
Cc1noc2ncnc(Oc3ccc(F)cc3)c12	100	-1	104	104	97	102	-0.2	102
Cc1ccc(NC(=O)COc2ccc(CCO)cc2-n2nc3ccccc3n2)cc1C	98	24	100	106	92	101	0.1	92
CCC(C(=O)Nc1cc(F)ccc1F)n1nc(C)c2c(C)n(-c3ccc(C)cc3)nc2c1=O (configuration not stated)	99	3	102	105	86	98	5.0*	92
Cc1cc(S(=O)(=O)N2CCN(Cc3ccccc3)CC2)c(C)s1	101	0	95	94	101	100	-0.3	100
CCN(CC)C(=O)CSc1nc(-c2ccccc2)cc(=O)[nH]1	85	24	104	100	104	98	-0.1	105
CNc1ncc(Cc2ccccc2)s1	98	5	101	109	109	110	0.5	113
Cc1ccc(N2CC(O)Cn3c2nc2c3c(=O)n(C)c(=O)n2C)cc1 (configuration not stated)	101	2	106	102	100	101	-0.1	109
CC(C)(C)NC(=O)C(OC(=O)c1cccs1)c1ccccc1 (configuration not stated)	87	-2	112	97	98	100	-0.1	100
Cc1ccccc1NC(=O)/C(=C/c1cccs1)NC(=O)c1ccco1	97	2	101	105	106	105	0.2	103
Cc1nc(NC(=S)NC(=O)c2cncc(Br)c2)ccc1Br	99	3	108	97	104	112	-0.3	101
Cc1ccccc1S(=O)(=O)Cc1ccc(C(=O)NCc2ccccc2)o1	114	1	102	101	102	102	0.0	101
O=C(Cn1cnc2c(cnn2-c2ccc(Cl)cc2)c1=O)NCC1CCCO1 (configuration not stated)	87	-3	89	92	94	91	-0.1	93
CCCCC(=O)Nc1ccc(NC(=O)c2ccccc2[N+](=O)[O-])cc1OC	106	4	97	103	102	102	0.0	105
CSc1nc2c(c(=O)[nH]1)C(c1ccccc1)C1=C(CC(C)(C)CC1=O)N2 (configuration not stated)	97	2	109	99	92	95	0.4	99
Cc1onc(-c2ccccc2)c1C(=O)Nc1ccc(C(=O)N2CCCCC2)cc1	88	2	91	103	107	105	0.1	102
COc1ccc(C(=O)CSc2nnc(Cn3cnc4ccccc43)o2)cc1	92	5	106	101	100	105	-0.1	111
COc1ccc([C@H]2CC(=O)C=C(c3ccc(O)cc3)C2)cc1OC	100	3	107	101	101	100	-0.3	104
CCn1c(C)nnc1SCC(=O)Nc1ccc(C(C)=O)cc1	59*	-5	89	99	103	100	0.0	98
Cc1ccc(NC(=O)c2cnccn2)c(OC(F)F)c1	101	0	110	110	109	100	0.0	103
O=C(Nc1ccc(Br)cc1Br)C1CC(=O)N(Cc2ccccc2)C1 (configuration not stated)	98	1	86	94	97	85	0.0	87
Cn1c(=O)c2c(nc(N3CCOCC3)n2CCCNC2=NCCCCC2)n(C)c1=O	99	0	93	97	88	92	0.0	93
O=[N+]([O-])c1cccc(-c2cn3ccccc3n2)c1	110	3	108	97	102	102	0.0	98
CCOC(=O)N1CCN(C(=O)c2ccc3c(c2)N(Cc2ccccc2)CCS3)CC1	107	3	118	102	110	99	0.3	107
CCOC(=O)CC1COc2ccccc2N1C(=O)c1ccc(C)cc1 (configuration not stated)	105	0	77	91	96	97	0.0	95
CCOC(=O)C1=C(c2ccccc2)Nc2ncnn2C1c1cccc(O)c1 (configuration not stated)	83	1	104	97	110	96	0.0	99
COC(=O)c1[nH]c2ccc(C)cc2c1NC(=O)CN1CCCC(C)(C)C1	104	16	94	98	107	102	0.1	105
CCOc1ccc(Oc2nc(NCC(C)C)nc(N(C)C)n2)nn1	94	5	81	90	90	88	0.0	.
C=CCN(c1ccccc1)S(=O)(=O)c1cccc(C(=O)O)c1	125	-1	109	105	107	100	0.1	106
CCOc1ccc(CCNC(=O)COC(=O)CCC(=O)c2cccs2)cc1OCC	118	.	86	100	89	106	1.1	88
C#CCC(NC(=O)c1ccc(C(F)(F)F)cc1)C(=O)NCCC (configuration not stated)	95	2	95	93	102	98	0.0	96
CC1=C(C(=O)OC(C)C)C(c2coc3ccccc3c2=O)C2=C(CCCC2=O)N1 (configuration not stated)	97	17	94	96	99	97	-0.1	102
COc1ccccc1C(=O)NNC(=O)CN1C(=O)c2ccccc2C1=O	91	4	91	97	97	99	-0.4	100
Cc1ccccc1NC(=O)c1oc(=O)c2ccccc2c1-c1ccccc1	104	0	100	109	103	104	0.2	107
CCOc1ccc(C(=O)CCC(=O)Nc2ccncc2)cc1	113	1	112	98	96	102	0.4	105

Source: PubChem BioAssay (several laboratories)
